Source: PubChem BioAssay
TDP-43 yeast inh = inhibitors of TDP-43 toxicity in yeast; TDP-43 expressing yeast growth rescue, BacTiter-Glo, 24 h; Potency, µM (titrated, usually from 46.1 µM), for inactives: at the highest dose growth rescue (activation), hits mostly activators; hit rate 1.8% among 410,000; AID 652104; further: % of control where 0% means no effect; nearly all actives have a fitted effect of over 50% in size
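Growth rescue of TDP-43-toxic yeast measured as ATP luminescence (BacTiter-Glo). Cells grown to mid-log in raffinose, induced in galactose at OD600=0.02, exposed to compound 24 hr at 30 deg C.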
PTHR1 ag = PTHR1 (human) receptor agonism; Q03431; HEK293 GP2 PTHR1 cells, GloSensor cAMP luminescence, 1 h; Potency, µM (series often up to 115 µM), for inactives: at the top dose activation, most hits filed as activators; hit rate 0.075% among 410,000; AID 743266; further: nearly all actives have a fitted effect of over 55% in size; some results filed as inactive show a strong effect at the top dose; inactives centre near -15; many of its hits are not listed in these tables
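HEK-293-derived GP2 cells expressing PTHR1 and a GloSensor cAMP reporter, 3,000/well, plated overnight, given luciferin plus IBMX (each 0.5 mM as added) for 1 h at 37 °C, then compound for 1 h at 37 °C. Luminescence was read after 15 min at room temperature.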
EPAC1 antagonist = EPAC1 (human) antagonism; Potency, µM (highest dose often 115 µM), inactives show at the highest dose activity change, negative = inhibition, usual class: inhibitors; O95398; EPAC1 GEF assay, Rap1b-BODIPY-GDP exchange fluorescence; hit rate 0.14% among 360,000;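 further: plate controls were vehicle for no effect and positive control for full effect; nearly all actives have a fitted effect of over 50% in size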
Target sequence (O95398 whole entry, looked up): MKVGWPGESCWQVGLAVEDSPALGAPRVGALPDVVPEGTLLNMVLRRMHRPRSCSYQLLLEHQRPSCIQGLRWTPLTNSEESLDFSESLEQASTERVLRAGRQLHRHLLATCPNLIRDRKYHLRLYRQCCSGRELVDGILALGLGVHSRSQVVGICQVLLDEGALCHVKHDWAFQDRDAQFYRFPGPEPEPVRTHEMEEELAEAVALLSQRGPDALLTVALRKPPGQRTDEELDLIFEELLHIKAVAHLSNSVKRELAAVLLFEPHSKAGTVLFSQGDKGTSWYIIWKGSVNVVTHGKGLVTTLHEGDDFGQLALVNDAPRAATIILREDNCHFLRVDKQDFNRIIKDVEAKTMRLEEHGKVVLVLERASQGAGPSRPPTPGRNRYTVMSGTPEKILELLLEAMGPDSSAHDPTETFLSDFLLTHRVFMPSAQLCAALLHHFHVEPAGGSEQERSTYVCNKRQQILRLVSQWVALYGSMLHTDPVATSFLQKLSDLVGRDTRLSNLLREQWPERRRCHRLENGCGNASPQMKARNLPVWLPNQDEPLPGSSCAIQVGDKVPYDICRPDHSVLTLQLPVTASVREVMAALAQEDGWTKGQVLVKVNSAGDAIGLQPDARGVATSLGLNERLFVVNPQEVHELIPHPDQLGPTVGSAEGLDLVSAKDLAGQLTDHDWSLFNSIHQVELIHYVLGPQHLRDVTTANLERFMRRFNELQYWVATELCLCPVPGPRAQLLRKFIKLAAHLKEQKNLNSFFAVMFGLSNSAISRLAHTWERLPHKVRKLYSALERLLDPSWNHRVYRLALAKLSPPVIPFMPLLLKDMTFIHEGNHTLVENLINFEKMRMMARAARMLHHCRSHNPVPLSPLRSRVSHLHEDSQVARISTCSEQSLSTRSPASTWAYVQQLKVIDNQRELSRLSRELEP
EPAC2 ag = activates human EPAC2 exchange factor. Q8WZA2. EPAC2 activation, biochemical qHTS; response scale: 100% = 6.5 mM cAMP response. Potency, µM (doses to about 154 µM), without a hit: at the highest dose activation, hits mostly activators. hit rate 0.079% among 360,000. AID 720711; further: nearly all actives have a fitted effect of over 50% in size
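Compounds were titrated in qHTS against a Rap1B-BODIPY-GDP (250 nM) complex with EPAC2 (100 nM) and GDP (50 uM). BODIPY-GDP release tracked at 480/540 nm over 30 min at room temperature, normalized to 6.5 mM cAMP.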
EPAC1 agonist = agonists of human EPAC1 | O95398 | EPAC1 agonist qHTS, biochemical assay; response scale: 100% = response to 6.5 mM cAMP | Potency, µM (top dose mostly 154 µM), inactives show at the top dose activation, actives largely listed as activators | hit rate 0.073% among 360,000; further: nearly all actives have a fitted effect of over 60% in size
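Read-out is the fluorescence drop as BODIPY-GDP leaves Rap1B (480 nm excitation, 540 nm emission), recorded every 5 minutes over 30 minutes. Reactions held 100 nM EPAC1, 250 nM Rap1B–BODIPY-GDP and 50 uM GDP, with 6.5 mM cAMP setting full activation.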
FUS suppressor = suppressors of FUS proteinopathy in yeast | S. cerevisiae FUS-expressing, growth rescue, OD600, 24 h | Potency, µM (titrated, usually from 76.6 µM), inactives show top-dose growth rescue (activation), hits mostly activators | hit rate 0.24% among 390,000 | AID 1347120;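 further: plate controls were DMSO vehicle for no effect and reference control for full effect; nearly all actives have a fitted effect of over 55% in size; some results filed as inactive show a strong effect at the top dose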
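S. cerevisiae expressing FUS from galactose induction served as the toxicity model. Growth after 24hr at 30C, read as absorbance at 600 nm, indicates suppression of toxicity; compounds dosed at several concentrations.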
EPAC2 antagonist = antagonists of human EPAC2. Potency, µM (doses to about 114 µM), for the others: top-dose activity, negative = inhibition, usual class: inhibitors. AID 720708. hit rate 0.18% among 360,000. EPAC2 GEF exchange of Rap1B-BODIPY-GDP, fluorescence; further: on the % scale 0 is the no-effect control and ±100 the full control effect; nearly all actives have a fitted effect of over 45% in size; many of its hits are not listed in these tables
aSyn yeast inh = rescues yeast growth from alpha-synuclein toxicity; AID 652106; Yeast expressing alpha-synuclein, growth rescue, BacTiter-Glo, 24 h; hit rate 0.14% among 370,000; Potency, µM (doses to about 46.1 µM), inactives show at the highest dose growth rescue (activation), usual class: activators; further: % of control where 0% means no effect; nearly all actives have a fitted effect of over 65% in size
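Galactose-induced alpha-syn yeast (OD600=0.02, raffinose-pregrown) + pinned cpd, 24 hr, 30 deg C; growth by BacTiter-Glo luminescence. Growth restoration scores as activation.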
Starred values were filed as active, the others as inactive; i = inactive; ? = inconclusive; . = not tested or not shown; [ ] = remark or other dose. The call rests on the fitted dose curve; in most records, active means well fitted curve in the direction sought with a large enough effect; inconclusive means small, poorly fitted or top-dose-only effect, or another doubt; inactive means no such curve, though single readings can be large; an effect the other way counts as inactive or inconclusive. Potency means the concentration at half of the fitted maximal effect. Not all compounds are listed; the hit share may differ from the screen's.

Values run as follows: TDP-43 yeast inh	PTHR1 ag	EPAC1 antagonist	EPAC2 ag	EPAC1 agonist	FUS suppressor	EPAC2 antagonist	aSyn yeast inh
CCOC(=O)CSc1nc2ccccc2n1CC(=O)N(C(C)C)C(C)C
    -9%	i	2%	-4%	2%	23%	-2%	0%
Cc1ccc(-n2nc3c(=S)[nH]nc(C)c3c2C)cc1
    15%	-45%[inhibitor][57.5 µM]	5%	7%	2%	-28%	6%	-2%
CCOC(=O)N1CCN(C(=O)Nc2cccc(Cl)c2)CC1
    -21%	i	7%	6%	1%	9%	0%	7%
Cc1ccc(NC(=O)C2CC=CCC2C(=O)N2CCCCC2)cc1 (configuration not stated)
    2%	21%[57.5 µM]	-30%	2%	0%	5%	4%[57.1 µM]	5%
CCOC(=O)N1CCN(C(=O)c2ccc3[nH]c(C)c(C)c3c2)CC1
    12%	-34%[inhibitor]	0%	-5%	5%	12%	4%	?
O=C(NN1C(=O)C2C3C=CC(C3)C2C1=O)C(O)c1ccccc1 (configuration not stated)
    0%	-2%	-3%	2%	4%	-12%	-11%	0%
O=C(Nc1ccccc1Cl)N1CCN(c2ncccn2)CC1
    12%	i	13%	-11%	-4%	-10%	6%[57.1 µM]	-6%
COc1ccc(OCc2nn3c(-c4cccc(OC)c4)nnc3s2)cc1
    14%	-27%	6%	12%	23%	-5%	-10%	1%
COc1ccc(C(NC(=O)c2ccco2)c2ccc(OC)c(OC)c2)cc1 (configuration not stated)
    -6%	i	-10%	-10%	6%	-13%	-4%	8%
CCOc1cc(-c2nnc(NC(=O)C3=COCCO3)o2)cc(OCC)c1OCC
    7%	i	6%	-9%	?	26%	26%	-1%
O=C(NC(Cc1c[nH]c2ccccc12)c1nnc2n1CCCCC2)c1ccc(Cl)cc1 (configuration not stated)
    -22%	-1%	1%	6%	1%	10%	-5%	-3%
CCC1(c2ccc(Cl)cc2)NC(=O)N(CC(=O)NC2CCCCCC2)C1=O (configuration not stated)
    10%	i	7%	-8%	0%	28%	-3%	-2%
O=c1[nH]c(-[n+]2ccccc2)c(/C=N/N=C(\[O-])c2ccccc2)s1
    -1%	i	-17%	5%	10%	4%	-5%	1%
COc1ccccc1NC(=O)Cn1c(CCC(=O)O)ccc1-c1ccccc1
    -17%	i	-2%	3%	12%	27%	-9%	16%
COc1ccccc1N1CCN(C(=O)c2ccc(CS(=O)(=O)c3ccccc3OC)o2)CC1
    -15%	27%	-16%	7%	3%	81%	-12%	2%
C[C@@H]1CCC[C@]2(O[C@@H](CCO)C[C@@H](O)[C@@H]2O)O1
    0%	-25%	12%	0%	-9%	-33%	2%	2%
O=C(CSC(=S)N1CCN(c2ccccc2)CC1)Nc1nc(-c2ccccc2)c(-c2ccccc2)o1
    0%	-10%	-3%	5%	-4%	13%	3%	-4%
Nn1c(SC/C=C/c2ccccc2)nnc1-c1ccco1
    -6%	i	-4%	6%	14%	.	-2%	3%
Cc1ccc(NC(=O)c2ncn(CC(=O)NCC(C)c3ccccc3)n2)cc1C (configuration not stated)
    0%	3%	4%	12%	-6%	19%	-25%	5%
COc1ccc(C(=O)NC(=S)Nc2ccc3[nH]c(=O)[nH]c3c2)cc1Br
    14%	-17%	5%	16%	12%	-26%	-16%	1%
CCc1ccc2c(CC(=O)Nc3nnc(C4CC4)s3)coc2c1
    -6%	-17%[57.5 µM]	4%	11%	0%	?	3%	7%
O=C(N/N=C\c1cc2c(cc1Cl)OCO2)c1ccc(Br)s1
    2%	13%	?	6%	0%	-7%	2%	-5%
Cc1cc(OCC(=O)OCC(=O)N2CCc3ccccc3C2)ccc1Cl
    5%	11%	-6%	11%	-1%	-15%	-10%	-3%
CCOc1cc(/C=N/NC(N)=S)cc(Br)c1OCc1ccccc1C
    0%	i	-5%	5%	0%	17%	6%	0%
Cc1ccc(C(C(=O)NC2CCCC2)N(C(=O)Cc2cccs2)c2cccc(C)c2C)o1 (configuration not stated)
    -21%	i	8%	4%	7%	4%	5%	7%
Cc1cccnc1Nc1nc(-c2ccc(O)cc2O)cs1
    22µM*	-16%	2%	5%	26%	7%	-19%	?
NC(=O)c1sc2nc(N3CCOCC3)c3c(c2c1N)CCCC3
    17%	-2%[57.5 µM]	-16%	-78%[inhibitor][15.6 µM]	2%	?	-5%	14%
COc1ccccc1/C=C1\SC(=O)N(CCC(=O)N2CCCCC2CCO)C1=O (configuration not stated)
    8%	i	18%	8%	6%	29%	1%	12%
COc1ccc(Cl)cc1NC(=O)CN(C)C(=O)CNC(=O)C12CC3CC(CC(C3)C1)C2
    20%	i	1%	6%	9%	13%	-1%	4%
Cn1c(=O)c2cc(S(=O)(=O)NCCC(=O)NCCC3=CCCCC3)ccc2n(C)c1=O
    2%	i	-24%	-6%	7%	.	-8%	0%

Structural class, those above containing an aryl thioether with sulfur outside any ring
Values run as follows: TDP-43 yeast inh	PTHR1 ag	EPAC1 antagonist	EPAC2 ag	EPAC1 agonist	FUS suppressor	EPAC2 antagonist	aSyn yeast inh
CCOC(=O)CSc1nc2ccccc2n1CC(=O)N(C(C)C)C(C)C
    -9%	i	2%	-4%	2%	23%	-2%	0%
Nn1c(SC/C=C/c2ccccc2)nnc1-c1ccco1
    -6%	i	-4%	6%	14%	.	-2%	3%

Next part:
Values run as follows: TDP-43 yeast inh	PTHR1 ag	EPAC1 antagonist	EPAC2 ag	EPAC1 agonist	FUS suppressor	EPAC2 antagonist	aSyn yeast inh
Cc1ccc(OCC(O)CN2CCc3ccccc3C2)c(C)c1 (configuration not stated)
    2%	i	-5%	9%	5%	-20%	-10%	1%
O=C(c1cccs1)c1no[n+]([O-])c1C(=O)c1cccs1
    ?	-15%	?	9%	-2%	23%	12%	-75%[inhibitor]
Cc1cc(C)nc(SCc2nnc(SCC(=O)Nc3ncc(C)s3)n2Cc2ccco2)n1
    11%	-70%[inhibitor]	-1%	8%	1%	37%	-10%	2%
COc1ccc(C(=O)NCCc2cn3ccc(C)cc3n2)cc1
    -11%	-16%	3%	-4%	3%	-17%	22%	-5%
CN1CCN(NC(=O)C2CC2)CC1
    -12%	i	4%	-1%	0%	.	4%	-4%
O=C(NCc1cccs1)c1ccc2sc([C@H]3C[C@H](O)[C@@H](CO)O3)nc2c1
    24%	i	3%	6%	-15%	-27%	2%	6%
COc1ccc(C(=O)/C=C/C(=O)N(CC(=O)NCCC(C)C)Cc2cccs2)c(O)c1
    ?	-63%	-23%	-11%	-1%	37%	-9%	-26%
NC1=NC(=O)C2(COC(c3ccccc3Cl)OC2)S1 (configuration not stated)
    5%	i	2%	6%	5%	-5%	6%	-1%
Cc1cc(N2CCOCC2)nc2ccccc12
    0%	-5%[57.5 µM]	5%	7%	-4%	-7%	1%	-2%
COc1cccc(N(C(=O)c2nc3nccc(C)n3n2)c2nc3ccccc3s2)c1
    -19%[0.397 µM]	-42%[inhibitor]	-21%	11%	5%	0%	-19%	-16%
Cc1oc2cc([N+](=O)[O-])c(O)c([N+](=O)[O-])c2c1C(=O)c1ccc(Cl)cc1
    ?	-24%	-30%	-1%	-6%	-4%	?	8%
NS(=O)(=O)c1ccc(NC(=O)CSc2n[nH]c(=O)n2C2CC2)cc1
    -9%	i	15%	3%	-9%	14%	-2%	1%[1.84 µM]
CC(c1ccco1)N(C(=O)c1ccccc1NS(=O)(=O)c1ccc(Cl)cc1)c1ccccn1 (configuration not stated)
    17%	-17%	-28%	27%	9%	25%	-6%	-12%
Cc1cc(=O)[nH]c2n[nH]c(-c3ccccc3)c12
    3%	i	-6%	4%	0%	-1%	5%	-2%
O=C(NNC(=O)C1CCN(c2ncccn2)CC1)c1ccncc1
    -5%	-10%	-21%	0%	-9%	42%	0%	-6%
COc1cc(C(=O)OCC(=O)Nc2cc(C)on2)cc(OC)c1OC
    -8%	i	-2%	5%	-8%	9%	4%	1%
Cc1ccc(NC(=O)C2C3CC4OC(=O)C2C4C3)cc1Cl (configuration not stated)
    10%	?	5%	3%	-17%	?	14%	1%
CCCC(O)(c1ccc(OC)cc1)C(CN1CCOCC1)c1ccc(Cl)cc1 (configuration not stated)
    9%	-37%[inhibitor]	-7%	-7%	3%	-10%	?	5%
Cc1ccc(CN2CC(C(=O)Nc3ccc(S(=O)(=O)Nc4cc(C)nc(C)n4)cc3)CC2=O)cc1 (configuration not stated)
    4%	i	3%	?	-1%	-8%	10%	6%
CCn1ccnc1CN1CCCC(CO)(Cc2cccc(OC)c2)C1 (configuration not stated)
    7%	i	4%	-8%	4%	8%	2%	-4%
C/C(=N\NS(C)(=O)=O)c1ccccc1
    2%	i	-6%	2%	0%	-4%	4%	-1%
Cc1cc(S(=O)(=O)N2CCN(c3ccccn3)CC2)c(C)cc1Cl
    15%	-32%[inhibitor]	-1%	?	18%	8%	3%	26%
COc1ccc(C(=O)O/N=C(\N)c2ccccn2)c(OC)c1
    20%	-25%	-3%	14%	5%	26%	15%	-29%
CCC(Oc1ccccc1)C(=O)N1CCN(S(=O)(=O)c2ccccc2)CC1 (configuration not stated)
    2%	-24%	-2%	6%	-5%	9%	24%	0%
CCc1cccc(CC)c1NC(=S)Nc1ccc2cn[nH]c2c1
    -2%	i	-7%	7%	2%	-26%	-7%	-2%
CC(C)NC(=O)N(C)C[C@H]1Oc2c(NS(=O)(=O)c3ccc(F)cc3)cccc2C(=O)N([C@H](C)CO)C[C@@H]1C
    14%	-3%	5%	1%	-12%	7%	8%	0%
Cc1cncc(NCc2ccc3c(c2)OCO3)n1
    ?	i	1%	3%	9%	-30%	1%	14%
O=C(Nc1cccc2nsnc12)C1CC(=O)N(c2ccccc2)C1 (configuration not stated)
    22%	i	-16%	4%	2%	3%	1%	0%
CCCN(CCC)CCCNC(=O)c1cc2c(=O)[nH]c3ccccc3c2s1
    -8%	-6%	-19%	-1%	6%	10%	-1%	2%
CCC(=O)NC(=S)NNC(=O)c1ccc(O)cc1
    -6%	-24%	2%	2%	-5%	-10%	1%	2%

Part of the list above in order of molecular weight, smallest number first:
Values run as follows: TDP-43 yeast inh	PTHR1 ag	EPAC1 antagonist	EPAC2 ag	EPAC1 agonist	FUS suppressor	EPAC2 antagonist	aSyn yeast inh
NS(=O)(=O)c1ccc(NC(=O)CSc2n[nH]c(=O)n2C2CC2)cc1
    -9%	i	15%	3%	-9%	14%	-2%	1%[1.84 µM]
CCCN(CCC)CCCNC(=O)c1cc2c(=O)[nH]c3ccccc3c2s1
    -8%	-6%	-19%	-1%	6%	10%	-1%	2%
COc1cccc(N(C(=O)c2nc3nccc(C)n3n2)c2nc3ccccc3s2)c1
    -19%[0.397 µM]	-42%[inhibitor]	-21%	11%	5%	0%	-19%	-16%
